High-throughput results (PubChem BioAssay)
Scp1 inh – inhibitors of human Scp-1 phosphatase. Recombinant Scp1, phosphopeptide, malachite green phosphate absorbance. inhibition, % at 20 µM. 0.88% of 340,000 active;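 active = inhibition above about 50% at 20 µM, limit read from the data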;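 also: plate controls were DMSO wells with enzyme for no effect and wells lacking enzyme for full effect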
Target sequence (Q9GZU7 76-261 limits assumed): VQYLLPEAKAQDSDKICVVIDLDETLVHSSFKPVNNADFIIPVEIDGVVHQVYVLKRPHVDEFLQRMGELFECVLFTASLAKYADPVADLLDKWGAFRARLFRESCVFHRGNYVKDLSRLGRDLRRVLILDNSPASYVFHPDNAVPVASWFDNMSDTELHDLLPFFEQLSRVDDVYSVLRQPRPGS
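assay system = SCP-1 phosphatase catalytic domain, residues 76-261 | buffer or medium = 50 mM Tris acetate pH 5.5, 0.005% Tween-20, 10 mM MgCl2 | incubation = enzyme reaction 45 min at room temperature, colour 5 min, stabilisation 30 min | signal = Phosphate-binding colour reagent, absorbance read at 630 nm | measure = % inhibition at 20 µM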
TbMetRS inhib – Trypanosoma brucei MetRS inhibition | purified T. brucei MetRS, ATP depletion, Kinase-Glo luminescence | inhibition, % at 11.9 µM | 0.4% of 360,000 active | AID 624268;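 active = inhibition above a per-plate cutoff of the control wells' mean inhibition plus 3 SD, cut at about 5.5% in these data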;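 also: 0% = DMSO wells median and 100% = median of wells with control inhibitor compound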
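Material – parasite MetRS enzyme · Medium – HEPES-MgCl2-KCl buffer plus DTT, spermine, BSA, pyrophosphatase · Reagent – ATP, methionine and E. coli bulk tRNA substrates · Times – 15 min enzyme-compound preincubation, 2 h reaction, 10 min detection, 25 °C · Measured by – luminescence of leftover ATP · Evaluation – percent inhibition relative to median high and low control wells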
PABP1 MLLE inh – inhibitors of microRNA-mediated deadenylation, human PABP1 MLLE binding | P11940 | GST-MLLE / FITC-PAM2 fluorescence polarization | inhibition, % at 20 µM | 0.36% of 360,000 active; in the data active = inhibition above about 35%, passing the limit was not always enough;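 also: plate controls were DMSO wells with GST-MLLE for no effect and wells lacking GST-MLLE protein for full effect; some results filed as inactive read as strong as hits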
Target sequence (P11940 whole entry, looked up): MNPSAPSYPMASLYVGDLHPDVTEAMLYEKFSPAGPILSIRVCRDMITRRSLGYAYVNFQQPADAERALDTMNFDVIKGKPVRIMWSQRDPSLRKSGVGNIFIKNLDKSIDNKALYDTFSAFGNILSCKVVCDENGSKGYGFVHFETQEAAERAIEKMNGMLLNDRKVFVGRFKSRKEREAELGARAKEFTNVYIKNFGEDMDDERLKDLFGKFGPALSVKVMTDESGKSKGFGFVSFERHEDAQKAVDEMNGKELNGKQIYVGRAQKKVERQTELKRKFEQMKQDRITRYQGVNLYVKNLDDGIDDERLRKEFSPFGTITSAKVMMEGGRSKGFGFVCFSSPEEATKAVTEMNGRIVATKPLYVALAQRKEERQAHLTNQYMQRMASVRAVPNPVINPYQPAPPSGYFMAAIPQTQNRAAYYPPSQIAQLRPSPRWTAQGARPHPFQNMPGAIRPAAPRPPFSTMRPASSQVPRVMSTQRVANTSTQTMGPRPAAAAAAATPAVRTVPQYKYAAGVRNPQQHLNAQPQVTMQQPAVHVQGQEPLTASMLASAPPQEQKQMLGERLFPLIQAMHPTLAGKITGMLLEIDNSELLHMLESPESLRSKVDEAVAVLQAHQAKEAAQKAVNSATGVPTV
LMPTP block – blocks human LMPTP phosphatase. recombinant LMPTP-A, OMFP fluorogenic substrate, fluorescence intensity. inhibition, % at 20 µM. 0.22% of 360,000 active. P24666. AID 651560;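 active = compounds that cut the enzyme signal by at least half of the control window in the single-dose screen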;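 also: plate controls were DMSO wells with enzyme plus substrate for no effect and substrate without enzyme for full effect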
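Test system: LMPTP-A phosphatase enzyme. Amount: LMPTP-A at 0.625 nM final in the reaction. Reagent: OMFP substrate, 400 µM final. Times: 50 min at room temperature. Signal: endpoint fluorescence intensity from OMFP dephosphorylation. Read-out basis: % inhibition. Benchmarks: no-enzyme and uninhibited controls.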
DNMT1 block – inhibitors of human DNMT1. AID 588458. DNMT1 molecular beacon, Hinp1I cleavage, fluorescence. 0.83% of 360,000 active. P26358. inhibition (reported as % activation of signal), % at 10 µM; in the data active = inhibition above about 50%
Rpn11 inh – inhibitors of human proteasome Rpn11 | human 26S proteasome, Ub4-pepOG fluorescence polarization; 20S core pre-blocked with epoxomicin | calls only at 20 µM | 0.59% of 360,000 active | AID 588493;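 active = inhibition at 20 µM, scaled to each plate's controls, above about 33%, limit read from the data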
SUMO1 PPI mod – modulators of human SUMO1-mediated protein-protein interactions; AID 602429; inhibition, % at 20 µM; SUMO1 binding to a labelled peptide, TR-FRET, 1 h; 0.33% of 360,000 active; in the data active = inhibition above about 37%
Target sequence (P63165 whole entry, looked up): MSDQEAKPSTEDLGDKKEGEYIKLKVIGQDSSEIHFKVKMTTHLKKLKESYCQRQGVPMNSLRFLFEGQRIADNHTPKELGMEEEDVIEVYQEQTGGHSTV
CSN deneddyl inh – blocks human CSN-mediated cullin deneddylation | Q92905 | Purified CSN, SCF-Nedd8-OG deneddylation, fluorescence polarization | inhibition, % at 12.5 µM | 0.38% of 360,000 active;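 active = pattern-corrected inhibition above about 35%, with an unprinted fluorescence ratio check between 0.5 and 1.5, limit read from the data, passing the limit was not always enough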;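 also: 0% = enzyme with substrate and 100% = substrate without enzyme; some results filed as inactive read as strong as hits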
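Assay system: HEK293T-derived human Csn5 enzyme; quantity: 0.24 nM enzyme; medium: Tris/NaCl/DTT buffer, pH 7.5; also added: substrate SCFSkp2-Nedd8OG, 10 nM; doses: 12.5 µM compound; schedule: 90 min reaction at room temperature; signal: FP; read-out: % inhibition of substrate cleavage by Csn5; benchmarks: substrate-only high control, full reaction low control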
STEP inh – STEP (human) phosphatase inhibition. P54829. recombinant STEP, OMFP fluorogenic substrate, fluorescence. inhibition, % at 20 µM. 0.25% of 360,000 active. AID 588621;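 active = inhibition at 20 µM, scaled per plate between control wells, above about 37%, limit read from the data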;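 also: 0% = DMSO with enzyme and substrate and 100% = substrate only without enzyme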
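Material: STEP (striatal-enriched tyrosine phosphatase) enzyme, cell-free | Medium: 50 mM Bis-Tris pH 6.0 with 2.5 mM DTT and 0.005% Tween 20 | Read-out: Percent inhibition scaled to no-enzyme and uninhibited-enzyme controls, plate-pattern corrected | Signal: Fluorescence read at 480 nm ex / 540 nm em | Times: 20 min reaction, room temperature, in the dark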
NadD block – inhibitors of Staphylococcus aureus NadD; purified NadD enzyme, colorimetric absorbance read-out; inhibition, % at 20 µM; 0.78% of 360,000 active; AID 602399; in the data active = inhibition above about 26%; also: some compounds past the cut are filed as inactive
The depositor's hits bear a star; i = inactive; x = not tested or not shown.

Molecule,Scp1 inh,TbMetRS inhib,PABP1 MLLE inh,LMPTP block,DNMT1 block,Rpn11 inh,SUMO1 PPI mod,CSN deneddyl inh,STEP inh,NadD block
Cc1cc(Cl)ccc1OC(C)C(=O)Nc1ccc(C(=O)Nc2ccccc2C(=O)O)cc1 (stereo not drawn),-8,0.1,5,2.1,-4,i,24,1,1,2
CCOc1[nH]n(-c2ccccc2)c(=O)c1C=NCc1cccnc1,-2,-0.7,6,-1.3,-1,i,0,2,2,-1
CC(OC(=O)CNC(=O)c1ccc(F)cc1)C(=O)Nc1ccc(S(=O)(=O)N2CCOCC2)cc1 (stereo not drawn),-8,0.2,-11,0.0,-4,i,3,-4,-2,1
Cc1ccc(N(C)S(=O)(=O)c2c[nH]c3ccc([N+](=O)[O-])cc23)cc1,6,0.3,-1,-2.3,-5,i,-22,1,-2,-12
N#C/C(=C\c1cccnc1)c1nc2c(s1)CCCC2,-3,0.2,126,-0.9,-1,i,-24,-2,-2,-8
Cc1cc(C)cc(NC(=O)Cn2c(-c3ccccc3Cl)nc3ccccc32)c1,5,0.1,-9,2.9,-11,i,1,-4,-8,11
O=C1N(Cc2ccc(F)cc2)CCN1c1ccc(F)cc1,-2,-0.7,5,-0.3,2,i,-2,-4,-1,-5
COC(=O)CN1C(=S)N(c2ccc(Cl)cc2)C(=O)C1CC(=O)Nc1ccccc1 (stereo not drawn),-13,0.8,-16,0.9,-9,i,3,-1,-2,-11
CCOc1cc2c(cc1OCC)C(C(=O)O)C(c1cc(Br)c(O)c(OC)c1)N(C)C2=O (stereo not drawn),1,-0.3,7,-0.7,4,i,2,11,0,-9
Cc1ccc(CSC2=CS(=O)(=O)c3ccccc3N2)cc1,-5,-1.0,5,-0.4,-5,i,3,-5,-2,-10
O=C(NCCCN1CCOCC1)C(C(=O)NCCCN1CCOCC1)c1ncc(C(F)(F)F)cc1Cl,-3,0.7,-9,-1.3,-2,i,16,3,1,-6
Cn1nc(N)c2c(-c3ccc(Cl)cc3)c(C#N)c(N)nc21,-5,1.3,-11,-0.5,-1,i,-19,-2,-2,1
N#Cc1cccc(NC(=O)COC(=O)CCc2nc3ccccc3c(=O)[nH]2)c1,-3,0.0,-14,-0.1,1,i,-2,-4,-2,-2
c1ccc(Nc2cccc3c(Nc4ccccc4)cccc23)cc1,-15,-0.8,-16,3.7,-19,i,-3,1,0,0
CC1CCN(C(=O)c2ccccc2SCC(=O)NCC2CCCCC2)CC1,-4,0.1,34,-6.9,1,i,-2,-1,-1,7
NC(=O)c1cc([N+](=O)[O-])c(Cl)cc1NCc1cccnc1,4,0.1,12,-0.8,2,i,-24,0,-1,-5

In another format: 2 of the compounds above.
Scp1 inh	TbMetRS inhib	PABP1 MLLE inh	LMPTP block	DNMT1 block	Rpn11 inh	SUMO1 PPI mod	CSN deneddyl inh	STEP inh	NadD block	SMILES
-5	-1.0	5	-0.4	-5	i	3	-5	-2	-10	Cc1ccc(CSC2=CS(=O)(=O)c3ccccc3N2)cc1
-4	0.1	34	-6.9	1	i	-2	-1	-1	7	CC1CCN(C(=O)c2ccccc2SCC(=O)NCC2CCCCC2)CC1

Following part:
Molecule,Scp1 inh,TbMetRS inhib,PABP1 MLLE inh,LMPTP block,DNMT1 block,Rpn11 inh,SUMO1 PPI mod,CSN deneddyl inh,STEP inh,NadD block
CC(C)N(C(=O)COC(=O)c1cccc(N(C)C)c1)c1ccccc1,-5,-0.4,-6,2.1,-3,i,1,5,0,-6
COC(=O)Cn1cnc2c(cnn2-c2ccc(OC)cc2)c1=O,-5,0.3,2,-0.4,-1,i,3,1,2,-1
Cc1ccccc1NC(=O)c1sc2nc(N3CCOCC3)c3c(c2c1N)CCCC3,-2,-0.2,16,2.5,-11,i,-8,4,4,20
COC(c1ccccc1)c1nnc(CCC(=O)N(C)CCc2ccccc2)o1 (stereo not drawn),-10,-0.7,10,-0.7,1,i,-3,-6,2,4
CC[C@@]1(c2ccccc2)C(=O)N(C(=O)OC)N1C(=O)OC,-4,0.3,2,0.5,2,i,-4,-2,-1,3
CN(Cc1ccccc1)c1nc2nonc2nc1N1CCCC(CN2CCCC2=O)C1 (stereo not drawn),11,-0.5,-4,0.3,-1,i,-7,8,0,3
COc1cccc(/C=N/Nc2nc(Nc3ccc([N+](=O)[O-])cc3)nc(N3CCCC3)n2)c1O,-2,-1.2,-4,6.9,-5,i,3,-11,6,35*
CCOC(=O)C1=C(CN2CCOCC2)NC(=O)NC1c1cc(C)ccc1C (stereo not drawn),-5,-1.0,3,-0.2,2,i,0,6,-2,0
N=c1sccn1CC(=O)Nc1ccccc1Cc1ccccc1,-1,-0.8,12,-1.0,2,i,0,-3,-2,-5
Cc1nc2ccccc2n1CSc1ccccc1,2,-0.7,12,-0.8,-6,i,0,2,1,-5
Cc1ccc(S(=O)(=O)N(Cc2cc3cc4c(cc3[nH]c2=O)OCCO4)CC2CCCO2)cc1 (stereo not drawn),-4,-0.1,4,-0.3,1,i,-23,2,-2,-4
COc1cccc(-c2ccc3c(N)c(C(=O)NC4CC4)sc3n2)c1,-7,0.0,28,2.0,-2,i,-11,3,1,8
CCOc1ccccc1NC(=O)CCNC(=O)c1ccc(Cl)cc1,-9,0.4,-3,-1.2,-2,i,-1,2,-3,-9
[O-][n+]1c2ccccc2c2n1CCN1CCOC21c1ccc(Cl)cc1 (stereo not drawn),-3,-0.2,-22,-0.8,0,i,-22,8,-2,-10
CCN(CC)CCCNC(=O)c1[nH]c2ccccc2c1Sc1ccc(Cl)cc1,-9,-1.0,-17,0.3,-14,i,-37,8,-1,13
COc1cc(CNC2CCCC2)cc(Cl)c1OCc1ccccc1Cl,3,-0.4,13,-0.1,3,i,-2,3,1,6
CCCn1nc(NC(=O)c2cccs2)c2cc3ccccc3nc21,0,-0.1,-29,-1.3,-1,i,-2,-5,-4,5
O=S1(=O)N=C2CCCCCN2C(c2ccc(F)cc2)N1 (stereo not drawn),-11,0.1,4,-1.8,1,i,1,-6,-2,-4
Cc1ccc(-c2ccc(/C=N/c3ncn[nH]3)o2)cc1Cl,-6,-0.3,-11,-1.0,7,i,-14,9,2,-5
CC(Cc1n[nH]c(=S)o1)c1ccccc1 (stereo not drawn),-8,-0.3,-79,-1.1,2,i,5,-2,0,-1
COC(=O)c1ccc(C(=O)OC)c(NC(=S)N2CCCC(CO)C2)c1 (stereo not drawn),-10,-0.9,-10,-0.1,0,i,-1,-1,1,-2
Cc1noc(C)c1C(=O)N1CCN(S(=O)(=O)c2cccc(Cl)c2Cl)CC1,6,-1.3,0,1.3,4,i,-2,1,0,0
Cc1ccc(N)c(C(O)(C(F)(F)F)C(F)(F)F)c1,-6,-0.3,-2,-0.4,3,i,-1,-3,2,-1
Cc1ccc(C(C)C)c(OCCNCc2ccccc2)c1,-5,-0.6,4,-1.2,3,i,0,-1,-3,-8
COC(=O)CCNS(=O)(=O)c1ccc2nsnc2c1,-3,-0.2,20,-2.7,2,i,-36,-1,3,-1
CCOC(=O)c1nnn2c3ccccc3c(=O)n(C)c12,-9,0.1,-5,-0.2,3,i,3,-1,1,-3
O=C(c1ccccc1N1CCOCC1)N1CCCC(Nc2ccc(F)cc2)C1 (stereo not drawn),-9,0.4,-13,0.9,-3,i,4,-1,-2,2
CC(C)CC(c1nnnn1CCc1ccccc1)N1CCN(C(=O)c2ccco2)CC1 (stereo not drawn),5,0.0,-8,0.6,-1,i,1,2,2,-5
O=C(CSc1nnc(-c2cccc(Br)c2)o1)NCC1CCCO1 (stereo not drawn),x,-0.5,-33,0.1,2,i,1,-4,1,-2
Cc1nc2ccccc2c2c1C(=O)N(C)C2=O,0,0.1,-6,-0.5,-16,i,-37,1,2,-1
CCOC(=O)N1C(=O)[C@@](CC)(c2ccccc2)N1C(=O)OCC,-1,-0.2,-6,-0.4,2,i,8,-3,2,-2
COc1ccccc1N1CCN(C(=O)C2c3ccccc3Oc3ccccc32)CC1,-5,-1.3,10,1.9,-7,i,-2,0,2,5
Cn1c(S(=O)(=O)c2ccc([N+](=O)[O-])cc2)nc(Br)c1Br,-4,-0.9,-11,-0.5,-3,i,-39,-1,-1,-9
CC1(C)Oc2ccc(C(=O)NNC(=O)Nc3ccccc3)cc2NC1=O,3,0.2,-9,0.5,7,i,5,2,0,-2
CCOc1ccc(C(=O)NC(=S)Nc2cccc(S(=O)(=O)NC3=NCCC3)c2)cc1,2,-0.2,22,0.7,0,i,0,-2,1,-2
CC(C)(C)c1[nH]nc2c1C(c1cccnc1)C(C#N)=C(N)O2 (stereo not drawn),-7,-0.2,7,1.1,-2,i,-3,2,-2,4
CSc1nnc(C)c(/C=C/Nc2ccc(F)cc2F)n1,55*,0.1,-28,0.1,-17,i,-11,-16,2,4
O=C(Nc1cccc(C(=O)N2CCCCC2)c1)C1CC1,-8,-0.2,-3,-1.7,4,i,-2,0,2,-3
CC(C)CSc1ccc(S(=O)(=O)NCC(=O)O)cc1[N+](=O)[O-],-8,0.1,3,1.0,-3,i,-24,1,-1,-3
OC[C@@H]1CN(Cc2cccs2)C[C@H](n2cnc3c(NCc4ccco4)ncnc32)O1,x,-0.2,0,-0.8,-1,i,1,-1,2,-2
O=C(N/N=C/c1ccc(OC(=O)c2cccc(Br)c2)cc1)c1cccnc1,7,-1.2,-5,8.4,41,i,9,5,6,-6
COc1ccccc1NS(=O)(=O)c1cc(N2Cc3ccccc3C2=N)ccc1N1CCOCC1,6,-0.3,11,1.8,-4,i,-13,-5,8,-3
Cc1ccc(C(=O)NC(C)C2CC3CCC2C3)c(C)c1 (stereo not drawn),-4,-0.2,11,-1.0,4,i,0,2,2,-1
CCC[C@H]1CCCC/C=C\CCCC(=O)OCCN1C(=O)OC(C)(C)C,-6,-0.3,-5,0.9,7,i,0,-8,3,-11
S=C1NC[C@H](CC2CCCCC2)N1CCc1cccc2ccccc12,0,-0.2,-84,2.6,-4,i,6,1,11,0
